# Screening results as filed in PubChem BioAssay.
# aSyn 5UTR inh: 5' untranslated region of α-synuclein, MLPCN primary screen. alpha-synuclein 5'UTR reporter, inhibitor activity. inhibition, % (tested at 7.5 µM). 300,000 compounds, 0.82% hits. AID 1813; in the data active means inhibition above about 60%;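 further: H4 neuroglioblastoma cells stably carrying SNCA 5'UTR luciferase fusion; 0% = DMSO wells and 100% = positive control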
# HSF-1 act: increases HSF-1 driven luciferase reporter signal | NIH3T3-HGL HSF-1 luciferase reporter, MG132, 8 h; 100% = twice DMSO control signal | activation, % at 9 µM | 300,000 compounds, 1.7% hits;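 active means mean replicate activation of at least 50% with a set share of replicates each reaching 50%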;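 further: 0% = median of the neutral control wells and 100% = twice that signal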
# Platelet DG rel: platelet dense granule release activity; human platelet-rich plasma, SFLLRN dense granule ATP release, luminescence; inhibition, %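 (compounds screened at 7.5 µM in platelet-rich plasma)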; 300,000 compounds, 0.22% hits; AID 1663;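 active means mean replicate score, as percent of positive control, at or above 50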
# HSF1 inhib: HSF1 inhibition; AID 2098; activity change, negative = inhibition, % at 7.5 µM (by protocol); 300,000 compounds, 0.77% hits; NIH3T3-HGL HSE-luciferase, MG132-induced, luminescence 8 h; stronger effect = lower value;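 active means more than half of replicate wells show activity change below -50%, luminescence cut by over half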;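 further: luciferase reports HSF-1 transcriptional activity via heat shock element; 0% = median of DMSO wells and -100% = zero luminescence signal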
# HSP90 inh: inhibitors of HSP90 luciferase refolding in rabbit reticulocyte lysate; luciferase refolding luminescence, 3 h; inhibition, % at 5.6 µM; 290,000 compounds, 0.91% hits; AID 1789;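 active means inhibition above the screen-wide mean plus 3 SD, computed separately per campaign, cut at about 16% in these data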;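 further: 0% = DMSO wells and 100% = 60 µM geldanamycin wells; inhibitors lower the luminescence because luciferase stays unfolded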
# SKKanGAS inh: inhibitors of SKKanGAS S. pyogenes growth in kanamycin (SK-promoter or general growth effect); BacTiter-Glo, 6 h; inhibition, % at 7.5 µM; AID 1662; 300,000 compounds, 1.3% hits;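 active means mean replicate score, as percent of positive control median, at least 50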;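 further: strain carries kanamycin resistance gene driven by streptokinase promoter and grows in 40 µg/ml kanamycin; loss of luminescence reflects streptokinase promoter inhibition or plain growth inhibition; 0% = median of DMSO wells and 100% = positive control at its reference dose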
# IEC-6 cytotox: kills IEC-6 intestinal cells in KLF5 counter-screen; IEC-6 cytotoxicity, luminescence viability; inhibition, % at 5 µM; 290,000 compounds, 0.78% hits; AID 1825; in the data active means inhibition above about 22%;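 further: 0% = plate median of test compound wells and 100% = cytotoxic reference compound wells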
# AI-2 QS modul: Vibrio harveyi AI-2 quorum sensing modulation; Vibrio harveyi JMH597 AI-2 luminescence/OD600 ratio, 9 h; stronger effect = lower value; strain lacks LuxN and CqsS sensors; 0 = neutral-control median; 300,000 compounds, 0.4% hits; activity change, % at 7.5 µM; in the data active means activity change below about -75%, passing the limit was not always enough;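 further: luminescence divided by OD600 gain over 9 h not by final OD600 alone; inactives centre near 13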
# KLF5 inhibitor: suppresses KLF5 promoter-driven expression; DLD-1 KLF5 promoter-luciferase reporter, luminescence; inhibition, % at 5 µM; 290,000 compounds, 0.23% hits;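 active means inhibition above a per-plate limit of that plate's mean compound inhibition plus 3 SD, cut at about 60% in these data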;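 further: 0% = DMSO wells and 100% = LY294002 at 200 µM; higher means less KLF5 promoter-driven luciferase light; inactives centre near -14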
# HIF activator: HIF pathway transcriptional activation. 300,000 compounds, 0.32% hits. U2OS HRE-luciferase reporter, luminescence; normalized: DMSO 0%, desferrioxamine 100%. activation, % at 7.5 µM (by protocol). AID 1910;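 active means mean activation of at least 10% of the iron chelator positive control signal, with at least half of replicates also reaching 10%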
# An asterisk follows results filed as active; x = not tested or not shown.
SMILES,aSyn 5UTR inh,HSF-1 act,Platelet DG rel,HSF1 inhib,HSP90 inh,SKKanGAS inh,IEC-6 cytotox,AI-2 QS modul,KLF5 inhibitor,HIF activator
CN(CCO)c1ccc([N+](=O)[O-])cc1C(=O)O,10,-19,2,-6,1,0,2,18,-38,-0.1
Cc1ccc(C)c(N2CCN(C(=O)CCCn3ncn4c(cc5occc54)c3=O)CC2)c1,0,23,-4,9,1,2,7,36,-13,-0.4
CC1CC2=C(C(=O)O1)C(c1ccc(Cl)cc1)Nc1ccccc1N2 (centres undefined),20,5,9,10,3,-4,4,16,-16,0.2
CCOc1ccccc1NC(=O)COC(=O)C(CC)c1ccccc1 (centres undefined),2,21,1,-7,-2,x,-5,39,-12,0.3
Cc1cccc(C)c1NC(=O)N1CC=CCC1,-3,-6,10,-4,-4,-3,-1,29,-7,-35
FC(F)(F)c1cccc(NC(=S)NCCc2ccccn2)c1,-9,10,-4,6,0,1,-4,12,1,-0.5
NC(=O)C1=C[C@@H](c2ccc(C(F)(F)F)cc2)C[C@@H](OCc2ccc(CO)cc2)O1,5,6,6,3,10,-2,-4,24,-6,0.7
COc1cccc(CN(C(=O)/C=C/c2ccc(Cl)cc2)C2CCS(=O)(=O)C2)c1 (centres undefined),-21,0,6,-4,2,0,0,37,13,-0.6
COC(=O)NNC(=O)C(c1ccccc1)c1ccccc1,5,-7,-1,-1,x,0,x,21,x,2.7
CCN(CC)C(=O)CSc1nc(C)cc(C)n1,11,26,-3,9,2,4,-6,25,-37,-0.1
CCOC(=O)c1c(N)sc(C(O)(C(F)(F)F)C(F)(F)F)c1-c1ccc(OC)cc1OC,21,-10,6,-5,5,8,1,18,-11,-0.7
O=S(=O)(c1ccccc1)n1cc(-c2ccccn2)c(N2CCOCC2)n1,4,2,0,4,-1,-6,-2,13,-13,-0.4
OCCNc1nc(OCC(F)(F)F)nc(N2CCN(C34CC5CC(CC(C5)C3)C4)CC2)n1,-1,1,6,4,1,7,2,17,-19,0.0
CCN(CC(=O)NCc1cccs1)C(=O)c1ccc([N+](=O)[O-])o1,-24,-11,-5,-8,x,1,x,6,x,-0.3
CC[n+]1ccccc1/C=C/c1ccc(N(C)C)cc1,10,12,6,8,-5,0,22*,8,30,-0.2
CCC1=NN(C(=O)c2ccc(Br)cc2)C(O)(c2ccc(C)cc2)C1 (centres undefined),18,-7,-21,-1,3,-11,0,-16,7,0.0
Cc1ccc(-c2nnc(SCC(=O)N/N=C/c3ccccc3C(=O)O)n2-c2ccccc2)cc1,7,0,-1,-3,2,5,2,54,3,-0.8
CCOC(=O)C1(C)NC(c2ccc(N(C)C)cc2)C2C(=O)N(c3ccc(OC)cc3)C(=O)C21 (centres undefined),16,-13,-3,-6,4,0,3,12,-49,-0.7
O=C(CN1CCSCC1)c1c[nH]c2ccccc12,13,-5,4,2,0,0,-1,26,-23,0.8
CCOC(=O)c1[nH]cnc1C(=O)Nc1ccccc1C,-7,-1,-1,-2,4,11,0,10,-24,-0.1
COc1cccc(-n2nnc3c(=O)n(CC(=O)N4CCC(C)CC4)cnc32)c1,3,-6,9,-5,-3,-5,0,7,-35,x
Cc1cc(N)n(Cc2cccs2)n1,28,3,0,2,2,0,3,11,-14,-0.4
COc1ccc(CC(=O)Nc2ccccc2N2CCCC2)cc1OC,-4,-4,2,-7,2,-1,-5,0,-21,0.0
CCCc1cc(=O)oc2cc(OC3CCCCC3=O)ccc12 (centres undefined),-7,12,0,10,1,-6,4,-9,-29,0.4
OCC1(Cc2ccccc2F)CCCN(CC2CCCCC2)C1 (centres undefined),3,3,-5,4,6,-3,-2,1,-28,-0.6

# Brought forward from above: two compounds; new compounds follow.
SMILES,aSyn 5UTR inh,HSF-1 act,Platelet DG rel,HSF1 inhib,HSP90 inh,SKKanGAS inh,IEC-6 cytotox,AI-2 QS modul,KLF5 inhibitor,HIF activator
CCCc1cc(=O)oc2cc(OC3CCCCC3=O)ccc12 (centres undefined),-7,12,0,10,1,-6,4,-9,-29,0.4
OCC1(Cc2ccccc2F)CCCN(CC2CCCCC2)C1 (centres undefined),3,3,-5,4,6,-3,-2,1,-28,-0.6
O=C(O)c1ccc(NC(=S)NC(=O)c2ccc3ccccc3c2)cc1,-64,27,-3,16,-2,24,-8,12,-166,1.5
COCCOC(=O)c1[nH]c2c(c1C)C(=O)CC(c1ccccc1)C2 (centres undefined),78*,-35,1,-20,1,6,84*,12,45,0.4
CCc1cccc(NC(=O)CSc2nnc(Cc3ccc(OC)cc3)c(=O)[nH]2)c1,-10,-3,-6,1,x,15,x,28,x,-0.4
Cc1cc(NC(=O)CN2C(=O)NC(C)(c3ccc(Cl)cc3)C2=O)no1 (centres undefined),-9,-7,-6,-4,-3,5,2,8,-9,0.7
O=[N+]([O-])C(=C1NCCN1)C(Cl)=C(Cl)Cl,-1,-2,0,-1,-1,-6,0,-2,-7,-0.1
O=c1cc(-c2ccc(F)cc2F)[nH]c2ccccc12,24,-23,4,-7,6,7,0,14,4,-0.2
CCOC(=O)C1CCN(c2c(C(=O)c3ccccc3)cnc3ccc(CC)cc23)CC1,14,3,3,0,-1,15,8,48,0,-0.5
CC(C)(C)N1C(=O)c2ccc(C(=O)Nc3ccc(C(=O)O)cc3)cc2C1=O,0,-9,0,-4,2,8,-2,22,-54,-1.0
O=C(NCc1ccco1)C(c1ccncc1)N(C(=O)Cc1cccs1)c1ccccc1 (centres undefined),-14,35,4,16,1,-7,3,4,-8,-0.2
N/C(=N/OC(=O)c1cccc([N+](=O)[O-])c1)c1cccc([N+](=O)[O-])c1,-56,16,-5,6,0,0,-6,8,-4,2.5
C=CCC1(CC=C)CCCN1C(=O)c1cc(COc2ccccc2SC)on1,0,7,-24,4,2,30,7,12,0,-0.1
Cc1c(NC(=O)N(C)C)c(=O)n(-c2ccccc2)n1C,-7,-5,-6,-14,2,2,-2,13,-16,-0.2
O=C(NC1CCCC1)C1CCCN1C(=O)Nc1ccccc1 (centres undefined),1,5,-3,2,3,3,-14,11,-7,-0.3
O=C(NCCS(=O)(=O)N1CCN(c2ccccc2)CC1)C1CCCC1,11,-10,7,-10,x,-4,x,-13,x,0.0
CCn1c(=O)n(CC(=O)Nc2cc(OC)ccc2OC)c(=O)c2ccccc21,9,-18,1,-4,-1,-3,3,15,-24,0.1
COc1cccc(/C=N/NC(=O)c2ccccc2)c1OS(=O)(=O)c1ccccc1,0,-3,-4,6,-3,3,10,19,-3,-0.4
O=C(Cc1ccc(Cl)cc1)NNS(=O)(=O)c1ccc([N+](=O)[O-])cc1,4,14,0,-2,1,-2,-4,12,4,-0.5
Nn1c(-c2ccc(F)cc2)nc2ccccc2c1=O,6,-22,-6,-3,1,2,8,-6,-13,1.1
COc1ccc(/C=C/C(=O)NC(=S)NNC(=O)c2ccco2)cc1,-20,-2,-2,4,-1,78*,4,13,-49,2.4
Cc1ccccc1Nc1nc(-c2sc(NC(=O)c3ccc([N+](=O)[O-])cc3)nc2C)cs1,-35,2,-2,-2,79*,23,3,25,-75,1.3
Oc1ccccc1-c1cncn1Cc1ccccc1,-9,47,15,16,-4,x,-4,20,-34,2.3
CC1CC(C)CN(C(=O)C2CCC(CNS(=O)(=O)c3ccccc3)CC2)C1 (centres undefined),-5,-2,6,10,1,-6,-2,9,-25,-0.3
N#Cc1ccc(N2CCN(c3ccc(F)cc3)CC2)cc1,-22,1,-1,0,-1,-3,0,22,11,0.4
Cc1ccc(NC2=NCC(=O)N2C2CCCC2)cc1C,-54,-3,-4,-4,-1,-3,2,22,-27,0.2
Cc1ccc(/C=C/C(=O)NCCCN2CCN(CCCNC(=O)/C=C/c3ccc(C)o3)CC2)o1,14,15,-5,-7,5,9,-3,11,-18,0.8
SMILES,aSyn 5UTR inh,HSF-1 act,Platelet DG rel,HSF1 inhib,HSP90 inh,SKKanGAS inh,IEC-6 cytotox,AI-2 QS modul,KLF5 inhibitor,HIF activator
Cn1cc(C(=O)C(=O)N2CCOCC2)c2ccccc21,-2,-3,6,-3,-6,-3,-4,19,-25,-0.4
c1ccc(Cc2nnc3sc(-c4ccco4)nn23)cc1,4,-1,-1,-2,-2,6,-5,20,-42,-0.2
O=C1CCCN1CCCNc1ccc(S(=O)(=O)N2CCCCC2)cn1,13,0,8,1,-2,0,-5,14,-17,-0.1
O=C(NCC1CCCO1)C1CC(=O)N(C2CCCC2)C1 (centres undefined),15,-2,-2,-1,6,-7,-2,26,-67,0.0
COc1cc(CN(C)c2ncnc3sccc23)ccc1OC(F)F,15,-4,-12,-5,-1,2,11,14,-44,0.2
N#Cc1ccsc1NC(=O)C1CCN(C(=O)c2ccc(Cl)cc2)CC1,35,10,-2,11,x,0,x,25,x,-1.1
CCOCCCn1cc(C(=O)c2cc(Br)ccc2O)cc(C#N)c1=O,7,7,12,0,2,-13,-1,-3,6,0.0
CC(=O)N1CCC(N(CCN2CCOCC2)C(=O)Nc2ccc(Cl)c(Cl)c2)CC1,-23,14,-4,6,-2,-1,-4,28,-25,0.0
CCOC(=O)c1sc(NC(=O)c2ccc(S(=O)(=O)N3CCCCC3)cc2)nc1-c1ccccc1,25,-6,8,-3,-1,17,1,48,18,0.4
CCCCC(=O)Nc1ccc(NC(=O)CC)cc1OC,-7,-1,3,4,4,-1,10,29,-5,18*
C/C(=C\C(=S)Nc1ccccc1)Nc1ccccc1,-36,14,-6,-8,1,0,0,2,-7,0.5
CCOC(=O)/C=C1\SCC(=O)N1CC(=O)NCc1ccc(OC)c(OC)c1,-6,7,3,5,4,0,-2,20,-5,1.4
COc1ccc(-n2c(=S)[nH]c3cc(C(=O)Nc4cc(C(N)=O)ccc4OC)ccc3c2=O)c(OC)c1,6,6,0,-2,-5,5,-1,24,-20,0.2
CC(=O)Nc1ccc(NC(=O)C2CCCN2C(=O)NCc2ccccc2)cc1 (centres undefined),-8,-2,13,-1,1,-7,0,8,10,0.7
Cc1ccccc1NC(=O)Cn1nnc(-c2ccc(CN3CCC(C)CC3)cc2)n1,-6,21,25,2,2,-2,6,9,-16,-0.2
COc1cccc(/C=N/N2C(=O)NC3(CCCCC3)C2=O)c1O,0,-2,18,1,3,0,-1,11,-38,1.2
O=C(Oc1ccc(F)c(F)c1)c1ccc2c(=O)n3c(nc2c1)CCC3,7,17,0,3,x,4,x,14,x,-0.1
COC(=O)c1ccc(CSc2nnc3sc4ccccc4n23)o1,1,2,-26,7,3,-4,-7,12,-32,-0.3
O=C(N/N=C/c1cccnc1)c1ccc(Cl)c(Cl)c1,-6,0,3,-3,x,-3,x,-2,x,0.5
CCC(=O)N1CC2(CC(c3cccc(NC(=O)CC(c4ccccc4)c4ccccc4)c3)=NO2)C[C@H]1C(N)=O (some centres undefined),-2,-10,0,-5,x,-2,x,-2,x,0.0
CN1CCC(=O)N([C@H](CC#N)c2ccccc2)CC1,1,0,-3,-3,-6,3,1,27,-22,1.3
Cc1ccc(N/C=C/C(=O)c2ccccc2)cc1Br,-83,22,2,16,11,-11,2,7,-130,3.3
COc1ccc(C(CNC(=O)c2ccc(Cl)c(NC(=O)c3cccs3)c2)N2CCCC2)cc1 (centres undefined),-18,7,0,-3,x,-5,x,-5,x,-15
c1ccc2c(c1)nc1n2CCN1,-6,4,-32,2,-2,-1,2,16,-8,-0.3
COc1ccc(/C=C/C(=O)Nc2ccc(-n3nncc3-c3ccccc3)cc2)cc1OC,45,43,-5,23,4,46,3,16,-9,-0.5

# An unsorted share of the library (roughly 6% active in at least one column).
